# TDP1 cell noCPT: qHTS for Inhibitors of human tyrosyl-DNA phosphodiesterase 1 (TDP1): qHTS in cells in absence of CPT; DT40 Tdp1-/- hTDP1 cells, no CPT, ATP luminescence, 48 h; Potency, µM (doses to about 46.2 µM), inactives show at the highest dose activity change, negative = growth inhibition, hits mostly inhibitors; 420,000 compounds, 15% hits; further: nearly all actives have a fitted effect of over 55% in size
#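 Growth of hTDP1-complemented DT40 Tdp1-knockout cells is measured by ATP luminescence after at least 48 hr compound exposure at 37 °C, with DMSO substituting for the 20 nM CPT used in the parallel screen.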
# TDP1 block: inhibitors of human tyrosyl-DNA phosphodiesterase TDP1. Q9NUW8. Potency, µM (top dose mostly 130 µM), for the others: at the highest dose activity change, negative = inhibition, hits mostly inhibitors. 350,000 compounds, 0.28% hits. AID 485290. recombinant TDP1, AlphaScreen DNA substrate cleavage; further: nearly all actives have a fitted effect of over 40% in size
# Target sequence (Q9NUW8 whole entry, looked up): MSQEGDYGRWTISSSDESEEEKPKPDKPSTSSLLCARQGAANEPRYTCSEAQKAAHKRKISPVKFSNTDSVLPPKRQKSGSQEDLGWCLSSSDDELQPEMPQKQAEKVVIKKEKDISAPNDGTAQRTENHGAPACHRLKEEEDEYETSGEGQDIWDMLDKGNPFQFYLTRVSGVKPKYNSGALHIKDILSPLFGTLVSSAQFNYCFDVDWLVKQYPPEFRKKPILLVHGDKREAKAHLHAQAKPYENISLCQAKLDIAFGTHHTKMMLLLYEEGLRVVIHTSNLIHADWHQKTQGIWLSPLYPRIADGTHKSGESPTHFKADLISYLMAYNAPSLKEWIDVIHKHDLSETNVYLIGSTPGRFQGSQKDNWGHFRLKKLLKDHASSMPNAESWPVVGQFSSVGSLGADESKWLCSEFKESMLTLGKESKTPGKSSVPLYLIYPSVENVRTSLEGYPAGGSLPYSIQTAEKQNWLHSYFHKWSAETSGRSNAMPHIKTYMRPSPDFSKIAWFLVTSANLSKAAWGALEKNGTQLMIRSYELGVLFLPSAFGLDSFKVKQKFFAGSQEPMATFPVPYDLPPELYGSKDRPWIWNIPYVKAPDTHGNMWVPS
#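 Steps: enzyme plus compound, 15 min RT; add biotin/phosphotyrosine-FITC oligonucleotide (15 nM final), react 5 min; add donor/acceptor beads (10 ug/ml final), 10 min; read AlphaScreen. Tdp1 at 1 nM final.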
# DT40 TDP1 CPT: growth inhibition of DT40 Tdp1-/-;hTDP1 cells with camptothecin (screen for TDP1 inhibitors). chicken DT40 Tdp1-/-;hTDP1 cells + 20 nM CPT, ATP luminescence, 48 h. Potency, µM (highest dose often 46.2 µM), for inactives: at the highest dose activity change, negative = growth inhibition, actives largely listed as inhibitors. 420,000 compounds, 12% hits; further: nearly all actives have a fitted effect of over 55% in size
#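 Chicken DT40 Tdp1-/- cells complemented with human TDP1, 400 cells/well, exposed to compounds plus 20 nM camptothecin for at least 48 h at 37 C; viability read as ATP content by CellTiter-Glo luminescence.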
# Numbers without * were called inactive; u = inconclusive; x = no result given; [ ] = dose if it differs, or a comment. The call rests on the fitted dose curve; in most records, active means well fitted curve in the direction sought with a large enough effect; inconclusive means small, poorly fitted or top-dose-only effect, or another doubt; inactive means no such curve, though single readings can be large; an effect the other way counts as inactive or inconclusive. On the % scale 0 is the no-effect control and ±100 the full control effect; potency means the concentration at half of the fitted maximal effect.
SMILES,TDP1 cell noCPT,TDP1 block,DT40 TDP1 CPT
COc1ccc(NC(=O)N(C)C[C@@H]2Oc3ncc(Br)cc3C(=O)N([C@@H](C)CO)C[C@@H]2C)cc1,1%,x,-26%
N#CC(C#N)=C1SC(=Nc2ccccc2)C(=Nc2ccccc2)N1c1ccccc1,8.2µM*,x,5.2µM*
CCCn1c(=O)c2sccc2n2c(CCCC(=O)Nc3ccccc3F)nnc12,u,3%,0%
COc1ccc(-c2noc(CSCC(=O)Nc3ccc(C)cc3Br)n2)cc1OC,-22%,0%,-30%
Cc1cccc(NC(=O)c2ccc(N3CCOCC3)c([N+](=O)[O-])c2)n1,u,0%,u
COCC(=O)N[C@H]1CC[C@@H](CC(=O)OC)O[C@@H]1CO,4%,x,2%
CCOc1ccc(C(c2c(C)[nH][nH]c2=O)c2c(C)[nH][nH]c2=O)cc1OCC,u,8%,0%
O=C1N=C(N2CCOCC2)S/C1=C/c1ccc(-c2ccc(F)cc2)o1,21µM*,0%,u
Cc1ccccc1S(=O)(=O)NCC[C@@H]1CC[C@@H](NC(=O)C2CCCC2)[C@@H](CO)O1,u,x,u
O=S(=O)(NC1CCCCC1N1CCN(c2cccc(Cl)c2)CC1)c1ccccc1 (stereo not drawn),u,-2%,u
CC(C)CC(COCc1cccc(Cl)c1)N1CCN(C(=O)c2cccc(C(F)(F)F)c2)CCC1=O (stereo not drawn),u,-5%,u
COc1cc2c(cc1OC)C(c1ccncc1)CC(=O)N2 (stereo not drawn),19%,8%,3%
CC(=O)Nc1ccc(S(=O)(=O)NCCC(=O)OCC(=O)NC(C)c2ccc(Cl)cc2)cc1 (stereo not drawn),-22%,x,-5%
O=C(CN1CCCCCC1)N1c2ccccc2Sc2ccccc21,-28%,6%,3%
O=S(=O)(/C=C/c1ccccc1)N1CCN(c2ccc(F)cc2)CC1,-14%,3%,-15%
COc1ccc(C2=CC(=O)C[C@H](c3ccc(Cl)cc3)C2)cc1,u,-2%,16µM*
FC(F)(F)c1nc2cc3nc4ccccc4[nH]c3cc2n1,-15%,1%,11%
COc1ccc(NC(=O)c2cc3c(COC(C)=O)cnc(C)c3oc2=Nc2cccc(C(=O)O)c2)c(OC)c1,26µM*,x,-23%
O=C1C2ON(c3ccccc3)C(c3ccncc3)C2C(=O)N1c1ccc(Br)cc1 (stereo not drawn),u,6%,1%
COc1ccccc1N1CCN(c2ccc([N+](=O)[O-])cn2)CC1,u,6%,-24%
CCCc1cc(=O)[nH]c(SCC(=O)Nc2ccc(Cl)c(S(=O)(=O)N3CCOCC3)c2)n1,10%,4%,0%
O=S1(=O)CCN2C=C(Br)C=C(Br)C2=N1,-2%,-2%,-6%
COc1cccc(NC(=O)c2cc3ccccc3cc2OC)c1,u,0%,-3%
CCn1c(CC(=O)Nc2cccc(Cl)c2Cl)nnc1SCCOc1ccc(OC)cc1,-16%,6%,-23%
Cc1ccccc1CC(=O)c1ccc(O)c(C)c1O,u,x,-21%

# Reprinted from above, 23 compounds:
SMILES,TDP1 cell noCPT,TDP1 block,DT40 TDP1 CPT
COc1ccc(NC(=O)N(C)C[C@@H]2Oc3ncc(Br)cc3C(=O)N([C@@H](C)CO)C[C@@H]2C)cc1,1%,x,-26%
N#CC(C#N)=C1SC(=Nc2ccccc2)C(=Nc2ccccc2)N1c1ccccc1,8.2µM*,x,5.2µM*
CCCn1c(=O)c2sccc2n2c(CCCC(=O)Nc3ccccc3F)nnc12,u,3%,0%
COc1ccc(-c2noc(CSCC(=O)Nc3ccc(C)cc3Br)n2)cc1OC,-22%,0%,-30%
Cc1cccc(NC(=O)c2ccc(N3CCOCC3)c([N+](=O)[O-])c2)n1,u,0%,u
COCC(=O)N[C@H]1CC[C@@H](CC(=O)OC)O[C@@H]1CO,4%,x,2%
CCOc1ccc(C(c2c(C)[nH][nH]c2=O)c2c(C)[nH][nH]c2=O)cc1OCC,u,8%,0%
O=C1N=C(N2CCOCC2)S/C1=C/c1ccc(-c2ccc(F)cc2)o1,21µM*,0%,u
Cc1ccccc1S(=O)(=O)NCC[C@@H]1CC[C@@H](NC(=O)C2CCCC2)[C@@H](CO)O1,u,x,u
O=S(=O)(NC1CCCCC1N1CCN(c2cccc(Cl)c2)CC1)c1ccccc1 (stereo not drawn),u,-2%,u
CC(C)CC(COCc1cccc(Cl)c1)N1CCN(C(=O)c2cccc(C(F)(F)F)c2)CCC1=O (stereo not drawn),u,-5%,u
COc1cc2c(cc1OC)C(c1ccncc1)CC(=O)N2 (stereo not drawn),19%,8%,3%
CC(=O)Nc1ccc(S(=O)(=O)NCCC(=O)OCC(=O)NC(C)c2ccc(Cl)cc2)cc1 (stereo not drawn),-22%,x,-5%
O=C(CN1CCCCCC1)N1c2ccccc2Sc2ccccc21,-28%,6%,3%
O=S(=O)(/C=C/c1ccccc1)N1CCN(c2ccc(F)cc2)CC1,-14%,3%,-15%
COc1ccc(C2=CC(=O)C[C@H](c3ccc(Cl)cc3)C2)cc1,u,-2%,16µM*
FC(F)(F)c1nc2cc3nc4ccccc4[nH]c3cc2n1,-15%,1%,11%
COc1ccc(NC(=O)c2cc3c(COC(C)=O)cnc(C)c3oc2=Nc2cccc(C(=O)O)c2)c(OC)c1,26µM*,x,-23%
O=C1C2ON(c3ccccc3)C(c3ccncc3)C2C(=O)N1c1ccc(Br)cc1 (stereo not drawn),u,6%,1%
COc1ccccc1N1CCN(c2ccc([N+](=O)[O-])cn2)CC1,u,6%,-24%
CCCc1cc(=O)[nH]c(SCC(=O)Nc2ccc(Cl)c(S(=O)(=O)N3CCOCC3)c2)n1,10%,4%,0%
O=S1(=O)CCN2C=C(Br)C=C(Br)C2=N1,-2%,-2%,-6%
COc1cccc(NC(=O)c2cc3ccccc3cc2OC)c1,u,0%,-3%

# One compound at a time, from the list above.
# `COc1ccc(C2=CC(=O)C[C@H](c3ccc(Cl)cc3)C2)cc1` across the screens: TDP1 cell noCPT = u; TDP1 block = -2%; DT40 TDP1 CPT = 16µM*
# `O=S1(=O)CCN2C=C(Br)C=C(Br)C2=N1` across the screens: TDP1 cell noCPT = -2%; TDP1 block = -2%; DT40 TDP1 CPT = -6%

# Remaining list, next part:
SMILES,TDP1 cell noCPT,TDP1 block,DT40 TDP1 CPT
C=CCOc1ccc(/C=N/Nc2ccccn2)cc1OC,26µM*,11%,-28%
CSc1nnc(-c2cccn(Cc3cccc(Cl)c3)c2=O)o1,u,x,1%
O=C(NCCOc1ccccc1)c1cccc(S(=O)(=O)N2CCN(Cc3ccccc3)CC2)c1,u,x,u
Cc1nc(SC(C(=O)c2ccccc2)c2ccccc2)nc2ccccc12 (stereo not drawn),u,3%,u
CCN1CCN(CCC(=O)Nc2cc(OC)ccc2OC)CC1,4%,x,-5%
COC(=O)c1cc(NS(=O)(=O)c2ccc(OC)c(OC)c2)ccc1Cl,u,3%,-29%
COc1ccc(CC(=O)N/N=C(\C)c2cccnc2)cc1,22%,2%,-9%
O=C(NCCCn1ccnc1)/C(=C\c1cccnc1)NC(=O)c1ccccc1F,-8%,0%,3%
CC(C)n1c(NCc2ccc(N(C)C)cc2)nc2ccccc21,-11%,-1%,1%
COc1ccccc1CNC(=O)C1CC2Cn3c(nc4cc5ccccc5cc43)C2N1C (stereo not drawn),u,-9%,-52%
Cc1cc(/C=N/n2cnnc2)c(C)n1-c1ccc2c(c1)OCO2,-23%,3%,u
CCOC(=O)C1=C(C)N=C2SC(C(=O)OC)=CC(=O)N2C1c1cc(OC)c(OC)c(OC)c1 (stereo not drawn),-5%,4%,11%
COc1ccc(CCN2C(=O)CC(N3CCN(S(=O)(=O)c4ccccc4)CC3)C2=O)cc1 (stereo not drawn),-8%,-5%,-12%
CC(C)CNC(=O)C1CC(=O)OC12CCCCC2 (stereo not drawn),-6%,0%,-12%
Nc1ccc(Sc2ccccc2Cl)nc1,-17%,x,1%
COc1ccccc1C(=O)Nc1ccc(S(=O)(=O)N2CCCCC2)cc1,u,x,-24%
COc1cccc(/C=N/NC(=O)CCCC(=O)Nc2ccc(Br)cc2)c1,21µM*,3%,21µM*
CCOc1ccccc1C(=O)Nc1nn[nH]n1,-17%,4%,9%
O=C1N[C@@H](c2ccccc2)COC(=O)[C@H](Cc2ccc(F)cc2)CC/C=C/C[C@H]1CC(=O)N(CCO)Cc1ccccc1,15µM*,0%,18µM*
CC1(C)Cc2c(sc3ncn4nc(CCC(=O)O)c(=O)nc4c23)CO1,-8%,4%,-13%
CCCCCc1nc2ccccc2c(=O)n1N,-13%,-2%,-7%
CCOC(=O)CN(C(=O)COc1nc(-c2ccccc2)cc(C)c1C#N)c1ccccc1C,10µM*,-2%,16µM*
NS(=O)(=O)c1ccc(CNC(=O)c2ccc(NS(=O)(=O)c3ccc4[nH]c(=O)[nH]c4c3)cc2)cc1,-2%,-2%[0.505 µM],17%
O=C1CN(C(=O)/C=C/c2ccccc2)CCN1,2%,x,2%
C/C(=C\C(=O)c1ccc(C)cc1)Nc1cccc(O)c1,u,0%,18µM*
SMILES,TDP1 cell noCPT,TDP1 block,DT40 TDP1 CPT
O=C(CN1C(=O)S/C(=C\c2ccccc2)C1=O)Nc1cc([N+](=O)[O-])ccc1O,-6%,10%,-16%
Cc1cc(-c2nc(C)c(C(=O)NNC(=O)NC(C)C)s2)no1,-1%,5%,8%
Cc1c(-c2ccccc2)nc2ccccc2c1C(=O)Nc1ccncc1,-10%,2%,-15%
O=C(COC(=O)CCc1nc2ccccc2n1-c1ccccc1)Nc1ccc(N2CCCCC2)cc1,-6%,5%,10%
COc1ccc(-c2cc(C(=O)Nc3cccc(C(C)=O)c3)no2)cc1,8%,2%,1%
O=C(COC(=O)c1ccc(S(=O)(=O)N2CCCC2)cc1)Nc1cccc(Cl)c1,8%,0%[56.1 µM],0%
CCc1cc(-c2n[nH]c(C)c2Oc2ccc(C(C)C)cc2)c(O)cc1O,-24%,8%,u
CC(C)(C)c1cc(C(C)(C)C)c2oc(=O)c(-c3nc4ccccc4[nH]3)cc2c1,8.2µM*,2%,9.2µM*
CCCS(=O)(=O)N1CCCC(C(=O)N2CCN(c3ccccn3)CC2)C1 (stereo not drawn),-16%,0%,-16%
COc1cc(/C=N/NC(=O)CCC(=O)Nc2ccc(C)cc2)ccc1O,-1%,-1%,0%
Fc1ccccc1CSc1ncnc2c1oc1ccccc12,u,1%,u
CC(=O)c1c(COC(=O)c2cccc(C)c2)nc2ccccc2[n+]1[O-],-6%,7%,u
C=CCn1c(SCC(=O)N2CCc3ccccc3C2)nc2ccccc2c1=O,18µM*,4%,u
O=C(NCCCN1CCCC1=O)c1cc(=O)c2ccccc2o1,-8%,-3%,5%
Cc1cccc2c(CC(=O)Nc3ccccc3)noc12,5%,-8%,-3%
CCCOc1ccc(-c2nnc(-c3cccs3)o2)cc1,-17%,4%[56.1 µM],-26%
CCOc1cc(C2NC(=O)CCC2[N+](=O)[O-])cc(Br)c1OC (stereo not drawn),u,x,u
Cc1ccc(Cn2c(-c3ccccc3)nc3ccccc32)cc1,u,5%,u
COc1ccc(CC(=O)Nc2ccc(S(=O)(=O)Nc3nccc(C)n3)cc2)cc1,0%,4%,-6%
COc1ccc(C(=O)N2CCc3cc(OC)c(OC)cc3C2)cc1OC,u,-2%,u
Cc1cc2c(N)cccc2nn1,4%,-12%,-24%
Cc1nn(CC(C)C)c(Cl)c1C(=O)N(c1ccc(Cl)cc1F)S(C)(=O)=O,u,4%,-6%
CCOc1ccc(CN(C)C(=O)CCNC(=O)c2ccco2)cc1,-3%,1%[56.1 µM],-7%
Cc1[nH]c2ccccc2c1C(=O)C(C)OC(=O)c1ccc(NC(=O)CC#N)cc1 (stereo not drawn),u,-1%,u
C/C(=N\Nc1nc2ccccc2[nH]1)c1ccc([N+](=O)[O-])cc1,u,x,u
Cc1ccc(C)c2nc(SCC(=O)NCc3cccs3)c(C#N)cc12,-10%,5%,-7%
COc1ccc(C(CNC(=O)c2ccc(-c3cccc(C(F)(F)F)c3)o2)N2CCOCC2)cc1 (stereo not drawn),21µM*,x,u
O=C(CCN1C(=O)C2CC=CCC2C1=O)Nc1ccc(S(=O)(=O)N2CCCCC2)cc1 (stereo not drawn),-28%,-2%,-29%
COc1ccc(NC(=O)c2ccc(-c3csc(C)n3)cc2)cc1,-23%,-1%,22%

# Compound activity deposited in PubChem by National Center for Advancing Translational Sciences (NCATS).

# The order is random. Share with any hit: about 18%.
